NCI-60 one-dose screen, 48 h, at 10 µM unless noted. Numbers give growth in % (100 = growth as untreated, 0 = no growth, -100 = all killed).
A498 – A498 renal cancer cells; 5.4% of 76,000 active
CAKI-1 – CAKI-1 renal cancer; 4.7% of 75,000 active
786-0 – 786-0 renal cancer cells. 5.1% of 81,000 active. AID 1794775
SN12C – SN12C renal cancer cells. 3.8% of 81,000 active. AID 1794767
U251 – U251 CNS tumor cells. 5.4% of 80,000 active
UO-31 – UO-31 renal cancer; 5.2% of 81,000 active; AID 1794768
ACHN – ACHN renal cancer. 4.9% of 81,000 active. AID 1794771
TK-10 – TK-10 renal cancer cells; 3.9% of 81,000 active; AID 1794769
RXF 393 – RXF 393 renal cancer cells; 6.9% of 77,000 active
* = called active by the depositor; . = not tested or not shown; & = joins results of further samples; [ ] = dose if it differs, or a comment. Rule for the calls: active = growth percent below 10; inactive = the rest.

SMILES	A498	CAKI-1	786-0	SN12C	U251	UO-31	ACHN	TK-10	RXF 393
C=CC[C@@H]1/C=C(\C)C[C@H](C)C[C@H](OC)[C@H]2O[C@@](O)(C(=O)C(=O)N3CCCC[C@H]3C(=O)O[C@H](/C(C)=C/[C@@H]3CC[C@@H](O)[C@H](OC)C3)[C@H](C)[C@@H](O)CC1=O)[C@H](C)C[C@@H]2OC	94	64	93	87	87	66	103	92	115
O=C(Nc1ccc(F)c(Cl)c1)Nc1ccc(Cl)c(Cl)c1	70	76	87	76	63	79	96	101	73
Cc1cccc(NC(=O)c2cc3nc4c(c(C(F)(F)F)n3n2)CCc2ccccc2-4)n1	.	92	88	95	88	94	108	82	.
CC(=O)N(C(C)=O)C1=NNC(C)(c2ccccc2O)N1C(C)C(=O)O (stereo not drawn)	100	.	105	97	97	75	105	116	107
COc1cc(CN2CCC(N3CCCC3=O)c3ccccc32)cc(OC)c1OC (stereo not drawn)	64	71	80	80	86	56	91	86	112
O=c1/c(=C\c2ccc(-c3ccccc3)o2)sc2nc(Cc3ccccc3)nn12	114	87	104	99	105	88	115	101	111
COc1cc2ncnc(N3CCC(Cc4ccccc4)CC3)c2cc1OC	102	102	104	105	95	85	117	104	120
N#C/C(=C\c1ccc2c(c1)CCC2)C(N)=O	86	100	107	96	100	81	99	108	112
OC(c1ccccc1)C1CC=CCC1 (stereo not drawn)	87	.	100	105	104	91	101	88	109
CN(C)c1ccc(C(=O)Nc2nccs2)cc1	101	94	103	91	102	72	101	112	.
O=S(=O)(O)NC1CCCCC1	98&108	104&102	96&120	103&105	99&104	81&88	100&100	108&110	107&117
Cc1cnc(SCc2ccc(Cl)cc2)[nH]c1=O	91	.	105	92	98	83	107	99	104
CCCCSc1nc(Nc2ccc(C(C)=O)cc2)c(C#N)c(-c2ccccc2)n1	121	66	16	64	40	57	27	72	.
CCOC(=O)C(C#N)C(c1ccc2c(c1)OCO2)N(CCO)CCO (stereo not drawn)	109	99	95	100	105	83	101	121	107
COc1cc(Nc2ccnc3ccc(Br)cc23)cc(OC)c1OC	-7.0*	32	.	42	19	40	38	57	2.9*
Nc1cc2c(cc1Br)-c1ccc(F)cc1C2=O	102	93	112	102	109	61	93	131	111
CNCCn1c2ccccc2c2nc3cc(C)c(C)cc3nc21	50	37	84	69	95	58	61	143	71
O=P(CSCCO)(c1ccccc1)c1ccccc1	104	102	107	105	102	90	116	103	94
CCN(CC)CCC(CNc1c(C)cnc2cc(Cl)ccc12)c1ccc(Cl)cc1 (stereo not drawn)	20	60	58	57	49	42	45	90	.
COc1ccccc1-c1cnc2c(Oc3ccc4c(C)cc(=O)oc4c3)nc(-c3ccc(Cl)cc3)cn12	124	103	115	110	116	100	115	113	136
Cn1cc(-c2nc(N)nnc2-c2c[nH]c3ccc(Br)cc23)c2cc(Br)cnc21	-14*	-8.2*	-11*	11	8.2*	10	6.4*	47	-8.5*
Cc1c(Cl)cccc1Nc1n[nH]c(=S)s1	104	84	91	102	99	96	95	113	101
O=C(O)CC1(CC(=O)O)CCCCC1	105	109	98	116	101	86	110	107	124
O=S(=O)(Nc1nnc(/C=C/c2ccccc2)s1)c1ccccc1	106	86	98	98	.	77	101	110	99

Just SN12C, for some of the entries so far:
SMILES | SN12C
CCCCSc1nc(Nc2ccc(C(C)=O)cc2)c(C#N)c(-c2ccccc2)n1 | 64
CCOC(=O)C(C#N)C(c1ccc2c(c1)OCO2)N(CCO)CCO (stereo not drawn) | 100
COc1cc(Nc2ccnc3ccc(Br)cc23)cc(OC)c1OC | 42
Nc1cc2c(cc1Br)-c1ccc(F)cc1C2=O | 102

Next section:
SMILES	A498	CAKI-1	786-0	SN12C	U251	UO-31	ACHN	TK-10	RXF 393
Clc1ccc(Cl)c(Cl)c1Cl	112	95	109	92	98	101	108	107	103
CCCCCCCCCCCCCCCC(=O)OC[C@H](CSC[C@H](N)C(=O)N[C@@H](CO)C(=O)OC)OC(=O)CCCCCCCCCCCCCCC	94	100	102	102	100	73	95	115	113
CCOC(=O)c1noc2c1CCc1c-2cn(Cc2ccc(OC)c(N)c2)c1-c1cc(OC)c(OC)c(OC)c1	127	.	104	102	94	51	.	105	118
O=C1NC(SCc2ccc(F)cc2)=N/C1=C/c1cccc(OCc2ccc(Cl)cc2)c1	-5.3*	.	-33*	22	-41*	-38*	-54*	-5.9*	55
COc1cc2c(cc1OC)[C@H](C(=O)O)C(c1ccc3c(c1)OCO3)N(C)C2=O (stereo partly drawn)	137	117	110	105	102	80	96	124	119
Cc1ccc2c3c(c(=O)[nH]c2c1)C1(C(C#N)=C(N)O3)c2cc(Br)ccc2-c2ccc(Br)cc21	-19*	-64*	-19*	-32*	-66*	-62*	-16*	-36*	-64*
N#CN=CN1CC2CCC(CC2)C1	97	95	102	105	106	88	110	94	95
C[C@@H]1C(=O)CC[C@]2(C)[C@H]3CC[C@@H]4[C@H]5[C@H]6OC[C@@]5(CCC6(C)C)CC[C@@]4(C)[C@]3(C)CC[C@@H]12	110	83	101	97	92	90	104	104	114
Nc1nc(N)c2c(n1)NC(c1ccccc1)CC(c1ccc(Nc3nc(NCCO)nc(N4CCOCC4)n3)cc1)=N2 (stereo not drawn)	60	95	78	91	82	85	92	103	73
O=S(=O)(c1ccc(NC(=S)NCc2cccnc2)cc1)N1CCCCC1	97	29	94	36	.	71	87	112	.
Cc1ccccc1N1CCN(C(=S)Cc2ccccc2)CC1	113	75	94	95	101	89	107	92	87
COc1cc(C2CC(c3ccc(N)cc3)=NN2c2ccccc2)cc(OC)c1OC (stereo not drawn)	75	87	80	82	.	65	81	108	.
Cc1ccc(/C=C(\C#N)n2nnc3cc(F)c(F)cc32)cc1	13	33	-27*	2.1*	24	13	22	22	-0.4*
CCOC(=O)c1noc2c1CCc1cn(Cc3cc(OC)c(OC)c(OC)c3)cc1-2	112	.	94	108	100	84	.	85	111
COc1cc(NCCCN=C(N)NC(N)=NC(C)C)c2ncccc2c1	120	95	99	38	71	69	94	107	95
COc1ccc2cc(C(C)c3nnc(N)o3)ccc2c1 (stereo not drawn)	108	93	90	104	79	88	89	98	103
COc1ccc(/C=c2\nc3n(-c4ccccc4)c4nc5c(cnn5-c5ccccc5)c(=O)n4n-3c2=O)cc1	106	80	107	105	106	65	100	170	106
CCCCCNC(C)(C)COC(=O)c1ccc([N+](=O)[O-])cc1	99	92	113	99	102	76	100	103	117
CCCCN(CCCC)C(=N)/C=C/c1ccccc1	28	86	86	90	85	68	93	84	83
Cc1c(O)cc(-c2cnc(N/N=C/c3ccccc3)s2)c(O)c1C	-20*	92	117	96	98	80	99	129	102
N#Cc1ccc(/C=N/NC(=O)c2[nH]c3ccc(Br)cc3c2-c2ccccc2)s1	.	18	10	42	16	36	18	102	56
CN(C)CCOC(=O)Nc1ccccc1Cl	112	98	100	104	108	87	108	106	120
Cc1ccc(C(=O)/C=C/c2coc(-c3ccc(Cl)cc3)n2)cc1	119	86	100	89	84	76	100	110	113
OCC(O)C(O)C(O)C(O)/C=N/O (stereo not drawn)	102	104	97	106	91	98	112	.	99
Cc1nn(-c2ccc(Br)cc2)c2nc(C(F)(F)F)nc(Nc3ccc(NCc4c(-c5ccccc5)no[n+]4[O-])cc3)c12	117	55	88	76	54	50	68	109	89
O=C(O)c1cn(C2CC2)c2cc(N3CCN(CN4C(=O)c5ccccc5C4=O)CC3)c(F)cc2c1=O	.	97	96	100	101	89	105	107	113
COc1ccc(-c2nc3c(c(N)c2C#N)C2C(=C(C)OC4C(OC)c5occc5C(OC)C24)S3)cc1 (stereo not drawn)	.	96	108	100	103	88	105	127	111
COC(=O)CNC(=O)[C@H](C)NC(=O)[C@@H]1CCCN1C(=O)CNC(=O)[C@H](C)NC(=O)OCc1ccccc1	84	89	96	105	103	87	101	99	113
Nc1nc(Nc2ccc(Cl)c(Cl)c2)cc(=O)[nH]1	98	87	93	100	110	83	106	106	103
OCCOc1c(Cl)c(Cl)c(Cl)c(Cl)c1Cl	91	.	101	98	97	96	117	98	101
O=BNc1ccccc1	111	103	99	109	107	83	111	123	140
O=C(O)CCCNC(=O)OCc1ccccc1	104	101	95	100	102	89	102	115	114
N#C/C(=C\c1ccc(-c2cc(Cl)ccc2Cl)o1)c1nc2ccccc2c(=O)[nH]1	120	89	102	98	96	67	98	174	111
O=C(O)CCNC(=O)c1nc(-c2ccccc2)n(-c2ccccc2)n1	.	106	95	99	101	93	112	94	101
Cc1ccc(C(=O)Nc2ccc(CN3CCN(C)CC3)c(C(F)(F)F)c2)cc1C#Cc1cnc(N)c2ccc(F)cc12	-70*	-58*	-85*	-91*	-89*	-97*	-100*	-85*	-91*
COc1ccc(OC)c2c1nnc1c3ncccc3c(C#N)n12	106	129	95	94	105	106	94	112	106

5 entries from above, ordered by number of heavy atoms, falling:
SMILES	A498	CAKI-1	786-0	SN12C	U251	UO-31	ACHN	TK-10	RXF 393
CCN(CC)CCC(CNc1c(C)cnc2cc(Cl)ccc12)c1ccc(Cl)cc1 (stereo not drawn)	20	60	58	57	49	42	45	90	.
COc1cc2c(cc1OC)[C@H](C(=O)O)C(c1ccc3c(c1)OCO3)N(C)C2=O (stereo partly drawn)	137	117	110	105	102	80	96	124	119
COc1cc(NCCCN=C(N)NC(N)=NC(C)C)c2ncccc2c1	120	95	99	38	71	69	94	107	95
CC(=O)N(C(C)=O)C1=NNC(C)(c2ccccc2O)N1C(C)C(=O)O (stereo not drawn)	100	.	105	97	97	75	105	116	107
Cc1c(Cl)cccc1Nc1n[nH]c(=S)s1	104	84	91	102	99	96	95	113	101

Next section.
SMILES	A498	CAKI-1	786-0	SN12C	U251	UO-31	ACHN	TK-10	RXF 393
COc1ccc(C(=O)C(C)C(C)=O)c(OCc2ccccc2)c1OC (stereo not drawn)	.	90	109	99	98	88	93	110	116
COc1cc(C(=O)Nc2ccc3c(c2)OCCO3)cc2c1OCCO2	85	101	106	97	96	92	101	96	99
COC(=O)C1CCC(C)C(=O)C1 (stereo not drawn)	.	90	104	100	90	103	114	125	100
CCN(CC)c1ccc(/C=C2\SC(=S)N(C3CC(=O)N(c4ccc(Cl)cc4)C3=O)C2=O)cc1 (stereo not drawn)	95	93	101	103	101	83	100	116	.
C=C(OC(C)=O)c1ccccc1	95	100	104	96	90	101	115	100	113
CNC(=O)c1cccc(Cn2nc(C)c(NC(=O)c3ccc(COc4ccc(C(F)(F)F)cc4C)cc3)c2C)n1	.	46	62	60	45	51	55	56	64
O=C(O)c1cc(N=Nc2ccc([N+](=O)[O-])cc2)ccc1O	82	68	81	69	84	.	104	101	.
COc1ccc2c(c1)Oc1nc(N)c(C#N)c(N)c1C2Sc1ccc(C)cc1 (stereo not drawn)	33	-7.5*	-81*	1.0*	0.1*	-82*	-97*	-23*	.
C#CCn1cc(/C=N/Nc2nc(-c3ccc(Cl)c(Cl)c3)cs2)c2ccccc21	63	95	102	89	102	81	97	131	101
CNc1nc2c(s1)C(c1cc(F)ccc1F)CC(=O)N2 (stereo not drawn)	34	52	84	71	68	64	88	17	76
O=C(Nc1ccc([N+](=O)[O-])cc1)c1ccc(C(=O)Nc2ccc([N+](=O)[O-])cc2)cc1	.	94	113	96	99	82	114	122	126
Cc1ccc(N2CCN(C(=S)Cc3ccccc3)CC2)cc1	94	85	92	101	104	88	100	103	111
CCOC(=O)n1cc(-c2nonc2-c2cn(C(=O)OCC)c3ccc(OC)cc23)c2cc(Br)ccc21	80	62	93	86	88	70	82	92	95
NNC(=S)n1ccc(-c2cc3cc(Br)ccc3oc2=O)n1	122	107	121	100	101	89	107	146	105
OCCNc1nc(Nc2ccc(Cl)c(Cl)c2)nc2ccccc12	47	.	62	37	34	48	60	50	17
CCOC(=O)c1c(/N=C2\SC(=O)/C(=C\C(=O)OC)N2c2ccccc2)sc2c1CCN(C(=O)OCC)C2	67	79	.	80	88	70	75	107	68
CCOC(=O)C1(CC(C)C)CCOC1=O (stereo not drawn)	107	92	107	95	95	90	98	106	118
C=CC(C)(C)n1cc(C2=C(O)C(=O)C(c3cn(C(C)(C)C=C)c4ccccc34)=C(O)C2=O)c2ccccc21	.	90	88	101	83	74	94	93	93
CN(C)c1cccc2c(S(=O)(=O)Nc3ccc4oc(N=C(N)N)nc4c3)cccc12	59	77	102	89	98	67	96	109	95
Nc1cc(Br)cc([N+](=O)[O-])c1O	103	92	100	101	102	92	106	94	126
COc1ccc(\C=N/N=C(N)/C(N)=N\N=C/c2ccc(OC)cc2)cc1	96	90	123	111	107	89	100	101	97
CC1(C)CC[C@]2(C(=O)O)CC[C@]3(C)[C@H](CC[C@@H]4[C@@]5(C)CCC(=O)C(C)(C)[C@@H]5CC[C@]43C)[C@H]2[C@H]1OC(=O)C(F)(F)F	-81*[100 µM]	-71*[100 µM]	-73*[100 µM]	-82*[100 µM]	-71*[100 µM]	-96*[100 µM]	-94*[100 µM]	-84*[100 µM]	-82*[100 µM]
CCOC(=O)c1cc(Cl)ccc1NS(C)(=O)=O	93	101	105	100	129	89	95	100	.
COc1cc(-c2nc3ccccc3[nH]2)ccc1OCC(=O)N=Nc1c(O)[nH]c2ccccc12	95	94	98	83	32	89	101	136	106
COc1ccc(CCC2=C(C)Nc3ncnn3C2c2ccc(OC)cc2)cc1 (stereo not drawn)	95	88	103	97	98	85	103	100	111
C=CC(=O)Nc1ccc(C(=O)/C=C/c2ccc(N(C)C)cc2)c(O)c1	43	-18*	-1.7*	5.3*	-56*	1.0*	-47*	24	-64*
COc1ccc2nc(-c3ccc(Cl)cc3)cc(C(=O)N3N=C(c4ccc(N)cc4)CC3c3ccc(OC)c(OC)c3)c2c1 (stereo not drawn)	99	.	95	107	105	79	102	122	108
CSCCC(C(=O)O)N1C(=O)CSC1=S (stereo not drawn)	104	97	101	102	101	82	103	101	106
CCOC(=O)Cn1nc2oc(=O)c(CCN3CCN(c4ccccc4OC)CC3)c(C)c2c1C	98	94	109	95	100	94	105	104	96

High-throughput results deposited in PubChem BioAssay by NCI.
